CHRM1 PAM = human CHRM1 positive allosteric modulation; P11229; CHO-K1 hM1, Fluo-8 calcium fluorescence, ACh EC20; 0% = ACh EC20, 100% = maximal ACh; activation, % at 3 µM; 0.088% of 360,000 active; AID 588819; in the data active = activation above about 19%, passing the limit was not always enough
CHRM4 antagonist = CHRM4 antagonism in calcium assay; CHO-hM4 cells, ACh EC80, Fluo-8 calcium fluorescence; inhibition, % at 3 µM; 0.73% of 360,000 active;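 active = inhibition above its plate's cutoff, the mean inhibition of sample wells plus 3 SD, cut at about 27% in these data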;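 also: 0% = acetylcholine EC80 with DMSO and 100% = DMSO without agonist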
Target sequence (P08173 whole entry, looked up): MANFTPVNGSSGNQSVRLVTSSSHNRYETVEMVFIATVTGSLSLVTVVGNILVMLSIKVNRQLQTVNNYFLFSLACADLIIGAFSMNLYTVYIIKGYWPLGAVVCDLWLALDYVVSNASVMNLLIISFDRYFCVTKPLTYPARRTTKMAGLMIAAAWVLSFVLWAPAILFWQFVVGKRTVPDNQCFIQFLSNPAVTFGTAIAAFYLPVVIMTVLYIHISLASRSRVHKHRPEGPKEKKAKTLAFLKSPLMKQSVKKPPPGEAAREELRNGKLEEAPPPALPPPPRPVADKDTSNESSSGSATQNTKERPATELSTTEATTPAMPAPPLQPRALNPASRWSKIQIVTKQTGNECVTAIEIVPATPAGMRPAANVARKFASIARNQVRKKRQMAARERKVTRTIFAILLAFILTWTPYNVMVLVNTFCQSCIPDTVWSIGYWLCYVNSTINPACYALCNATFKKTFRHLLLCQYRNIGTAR
CHRM5 antagonist = antagonists of human muscarinic M5 receptor (CHRM5); inhibition, % at 3 µM; AID 624040; P08912; CHO-hM5 cells, Fluo-8 calcium fluorescence, ACh EC80; 0.59% of 360,000 active;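 active = inhibition above a per-plate cutoff, the mean of that plate's test compounds plus 3 SD, cut at about 27% in these data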;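 also: 0% = acetylcholine EC80 with DMSO and 100% = DMSO without agonist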
Target sequence (P08912 whole entry, looked up): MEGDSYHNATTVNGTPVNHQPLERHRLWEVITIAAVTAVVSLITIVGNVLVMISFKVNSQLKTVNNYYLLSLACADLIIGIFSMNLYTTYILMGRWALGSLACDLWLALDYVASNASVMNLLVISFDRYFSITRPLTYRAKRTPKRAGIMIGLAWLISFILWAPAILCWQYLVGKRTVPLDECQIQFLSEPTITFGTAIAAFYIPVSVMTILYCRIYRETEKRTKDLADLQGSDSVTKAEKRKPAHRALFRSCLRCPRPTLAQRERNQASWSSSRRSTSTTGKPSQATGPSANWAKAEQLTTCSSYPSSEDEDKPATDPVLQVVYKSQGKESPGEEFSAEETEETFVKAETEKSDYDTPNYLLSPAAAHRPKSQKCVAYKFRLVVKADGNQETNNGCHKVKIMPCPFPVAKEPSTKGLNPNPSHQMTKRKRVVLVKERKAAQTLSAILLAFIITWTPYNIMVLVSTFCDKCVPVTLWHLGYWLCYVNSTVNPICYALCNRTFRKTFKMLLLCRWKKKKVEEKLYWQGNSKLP
CRFBP-R2 agonist = CRF-BP/CRF-R2 complex agonism | HEK293 CRF-R2/CRF-BP, calcium dye fluorescence (FLIPR); percent of saturating CRF peptide response | activation, % at 13.2 µM | 0.46% of 350,000 active;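 active = activation of at least 50%, plus an integration ratio under a set limit after plate pattern correction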;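 also: plate controls were neutral control wells without compound for no effect and CRF at EC100 for full effect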
CHRM5 agonist = agonists of human muscarinic M5 receptor (CHRM5); activation, % at 3 µM; CHO-K1 hM5 cells, Fluo-8 calcium fluorescence; 0% DMSO wells, 100% maximal acetylcholine response; P08912; 0.19% of 360,000 active; AID 624037;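 active = activation above the run's mean over test compounds plus 3 SD, cut at about 23% in these data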;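 also: signal is peak over basal fluorescence ratio across the kinetic read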
M4 ag = CHRM4 agonism in calcium assay. P08173. CHO-K1 hM4/Gqi5, Fluo-8 calcium fluorescence; vehicle 0%, full acetylcholine response 100%. activation, % at 3 µM. 0.14% of 360,000 active;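 active = activation above the run mean over all test wells plus 3 SD, cut at about 32% in these data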;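 also: peak over basal fluorescence ratio per well then scaled between controls; 0% = DMSO wells and 100% = acetylcholine at EC100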
M5 PAM = CHRM5 positive allosteric modulation; AID 624038; P08912; CHO-K1 hM5, Fluo-8 calcium, ACh EC20 PAM; 0% = ACh EC20, 100% = ACh EC100; 0.3% of 360,000 active; activation, % at 3 µM;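 active = activation above the run cutoff, the mean activation of all test compounds plus 3 SD, cut at about 18% in these data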
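system = human M5 receptor in CHO-K1 cells | compound = one concentration, 3 µM final (nominal) | schedule = Post-acetylcholine fluorescence recording 140 s | signal = Fluo-8 calcium dye fluorescence, kinetic read | benchmarks = low control EC20 acetylcholine (0%), high control EC100 acetylcholine (100%) | repeats = singlicate, one well per test compound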
CHRM4 PAM = CHRM4 positive allosteric modulation. CHO-K1 hM4/Gqi5, Fluo-8 calcium fluorescence, ACh EC20; 0% = ACh EC20, 100% = maximal ACh. activation, % at 3 µM. 0.4% of 360,000 active;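 active = activation above its plate's cutoff, the mean activation of sample wells plus 3 SD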; also: some results filed as inactive read as strong as hits
CRFBP-R2 block = CRF-BP/CRF-R2 complex antagonism; HEK293 CRF-R2/CRF-BP, CRF-induced calcium fluorescence; inhibition, % at 11.8 µM; 0.59% of 350,000 active; AID 588475;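 active = inhibition of the ligand-induced calcium signal above about 50% at the single tested concentration, limit read from the data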
* marks the source's active call; other numbers are inactive results; / = no result given. This is a random part of the collection; 2.6% or so of the library scored in one or more.

item	Molecule	M4 ag	CHRM1 PAM	CHRM5 antagonist	CHRM4 PAM	CHRM5 agonist	CRFBP-R2 agonist	CHRM4 antagonist	CRFBP-R2 block	M5 PAM
1	O=C(Nc1cccc(O)c1)c1ccc2c(c1)C(=O)N(Cc1ccco1)C2=O	14	-3	8	-7	2	-1.7	-1	-3	-9
2	Clc1ccc(CSc2nncn2-c2ccc3c(c2)OCCO3)cc1	6	5	8	-6	-2	-1.5	3	-7	3
3	CC(C(=O)Nc1nccs1)c1ccc([N+](=O)[O-])cc1 (stereo unspecified)	4	6	1	-4	13	3.8	-6	-1	-2
4	COc1ccc(CN2CCS(=O)(=O)CC2)cc1OC	1	9	6	6	-2	5.1	-21	64*	3
5	COC(=O)c1ccccc1NC(=S)N(C)C	14	3	8	-33	6	1.7	13	-4	-15
6	COc1ccc(S(=O)(=O)N(C)C[C@H]2Oc3ccc(NC(=O)CCC(F)(F)F)cc3C(=O)N([C@H](C)CO)C[C@@H]2C)cc1	0	-2	5	2	1	-2.6	-3	6	-6
7	Cc1ccc(CS(=O)(=O)CCC(=O)NCCCOC(C)C)cc1	1	6	-5	3	0	-0.6	-2	9	1
8	CC(C)(C)C1=C(C#N)C(c2ccc3c(c2)OCO3)C(C#N)=C(N)O1 (stereo unspecified)	0	4	-1	6	-1	1.2	2	2	3
9	Cc1ccc(S(=O)(=O)N/N=C\c2ccc3c(c2)OCO3)c(C)c1	0	-6	6	-3	-4	2.4	2	8	-1
10	COc1ccc(CNC(=O)c2ccc(Cl)c(S(=O)(=O)N3CCCCCC3)c2)cc1	6	3	0	-2	0	-1.5	-10	-1	-1
11	COc1ccccc1NC(=O)c1c(C)oc2c1CCCC2	-3	-2	-1	10	-6	-0.8	-8	21	-8
12	O=C(c1cc2ccccc2oc1=O)N(Cc1ccccc1)C1CCS(=O)(=O)C1 (stereo unspecified)	0	1	7	-3	-1	0.2	8	0	-7
13	NC(=O)C1CCN(C(=O)CN(c2ccc3c(c2)OCCO3)S(=O)(=O)c2ccccc2)CC1	2	2	6	6	3	-0.7	-11	7	-2
14	CC1(C)CC(=O)c2c(O)cc(OCC(=O)N3CCN(c4ccc(F)cc4)CC3)cc2O1	9	-5	23	-7	0	-2.4	8	-11	-13
15	COCC1CCCCN1C(=O)c1ccc(OC2CCN(CCc3ccccc3)CC2)cc1 (stereo unspecified)	2	-12	1	-20	-8	2.3	20	24	-11
16	Cc1ccc([N+](=O)[O-])cc1NC(=O)/C=C/C(=O)O	0	9	6	-3	6	-1.3	6	2	3
17	O=C(N/N=C/c1ccc[nH]1)c1cccc([N+](=O)[O-])c1	0	15	-6	4	2	-0.8	-3	-8	8
18	CCc1nnc(NC(=O)COc2ccc3ccccc3c2)s1	1	-9	14	-6	-2	-0.9	6	-35	-7
19	CCN(CC)c1ccc(CNCc2cccs2)cc1	8	-4	-3	-15	-16	-3.2	-14	-10	-8
20	CCc1ccc2c(COC(=O)CNS(=O)(=O)c3ccc(NC(C)=O)cc3)cc(=O)oc2c1	2	9	6	-3	-5	-2.9	-7	-1	-5
21	Cc1cc(F)ccc1NC(=O)Nc1ccc2c(c1)OCO2	0	6	6	-2	-5	-0.5	2	6	-5
22	CC(NS(=O)(=O)/C=C/c1ccccc1)C(=O)O (stereo unspecified)	12	0	14	2	0	0.8	4	0	-10
23	Cc1cccc(-c2nnc(SCC#N)n2-c2ccccc2)c1	0	6	-4	8	-7	0.8	2	-15	8
24	CC(C)(C)c1ccc(C(CC(=O)O)NC(=O)CCCc2ccccc2)cc1 (stereo unspecified)	0	10	-10	-5	-4	1.7	2	-22	4
25	O=C(CSc1nc2ccccc2c(=O)[nH]1)Nc1cccc([N+](=O)[O-])c1	-1	-4	18	-2	-3	-0.8	4	3	-7
26	N#Cc1ccc(OCc2nnc3n2CCCCC3)cc1	1	5	-14	-1	-1	-0.9	-3	12	1
27	Nc1ccc(S(=O)(=O)N2CCCc3ccccc32)cc1	1	10	3	8	-1	0.1	-4	-1	-3
28	CC(C)CCNc1cc(=O)n(C)c(=O)n1C	1	4	4	7	0	1.3	-6	10	-3
29	O=C(Cn1c(=O)cnc2ccccc21)NNC(=O)c1ccccc1Cl	2	10	0	2	3	-1.1	12	-1	4
30	Cc1cc(NCCN2CCOCC2)c2ccc3ccccc3c2n1	1	15	-12	4	-1	1.2	-1	-5	10
31	CC(Nc1nc(C(F)(F)F)nc2ccccc12)c1cccs1 (stereo unspecified)	1	-7	6	-12	-6	3.4	5	-11	-5
32	Cc1cc(C2C(=O)C(C(=O)c3ccc(Cl)cc3)C(=O)CC2(C)C)on1 (stereo unspecified)	0	-1	-6	2	-2	-1.0	1	-2	-7
33	O=C(CSc1nnnn1C1CCCCC1)N1CCN(C(=O)c2ccco2)CC1	1	-9	-3	-7	-5	0.5	4	0	-7
34	CCCCNC(=O)c1ccc(CS(=O)(=O)Cc2ccccc2F)o1	2	3	-8	-12	-1	0.5	-5	-4	-1
35	Cc1nc(-c2cccc(S(=O)(=O)N3CCCCCC3)c2)cs1	0	5	2	1	-3	0.8	-1	2	-6
36	O=C(Nc1ccnn1C1CCN(C(=O)c2cnsn2)CC1)c1cccc(F)c1	0	14	8	2	-5	0.1	7	-4	-3
37	O=c1c(Cc2ccc(F)cc2)c(O)ccn1Cc1ccc(F)cc1	1	4	5	7	-2	0.2	15	4	4
38	O=C(N/N=C/c1ccc[nH]1)c1ccccc1O	0	0	12	-3	3	-0.6	5	4	-4
39	Cc1nn(Cc2ccccc2)c2sc(C(=O)N3CCN(Cc4ccc5c(c4)OCO5)CC3)cc12	10	-6	21	-6	-7	2.1	7	-9	-15
40	COc1ccc(CCNC(=O)COc2cccc(-n3cnnn3)c2)cc1	4	4	4	3	2	-1.8	5	8	-9
41	CC(=O)c1cccc(NC(=O)CCS(=O)(=O)c2cccc3nonc23)c1	3	5	2	7	1	0.5	4	5	-5
42	Cc1ccc(CC(=O)OCC(=O)c2ccc[nH]2)cc1C	0	4	9	14	3	0.0	-6	7	-3
43	CNCc1cc(Cl)cc(OC)c1OC(C)C	1	3	-3	10	-8	-3.2	-5	2	0
44	CCOc1ccc(-c2nc(C#N)c(NCC3CCCO3)o2)cc1 (stereo unspecified)	1	10	-2	1	-2	0.5	-4	19	-1
45	C=C1c2cc(C)ccc2NC(=O)N1c1ccccc1	1	8	-4	3	-2	-0.2	0	-22	1
46	Cc1ccc(S(=O)(=O)NCc2ccccc2)cc1C(=O)N1CCCCC1	1	13	-6	-2	2	-0.3	5	-2	8
47	COc1ccc(-c2noc(C3CCCN(S(=O)(=O)c4ccc(C)c(Cl)c4)C3)n2)cc1OC (stereo unspecified)	-1	-2	6	11	-3	13	-1	-7	-2
48	O=C(Nc1ncc([N+](=O)[O-])s1)c1ccccc1Br	12	-3	16	-9	7	19	2	26	-21
49	CCOC(=O)N1CCN(Cc2ccc3c(c2)OCO3)CC1	-1	11	4	2	5	-1.1	2	6	7
50	COCCNC(=O)CN1C(=O)CSc2cc(S(=O)(=O)N3CCCCCC3)ccc21	0	8	2	6	-2	-1.8	-20	2	-6
51	COc1cccc(CN2CCC(C(=O)NC(C)c3cccc4ccccc34)CC2)c1 (stereo unspecified)	5	1	-9	-6	0	/	-4	/	-3
52	O=C(Cc1ccccc1)NN1C(=O)C2C3C=CC(C4CC34)C2C1=O (stereo unspecified)	1	11	-2	-4	2	0.3	8	-3	-1
53	O=C(CCc1nc2ccccc2[nH]c1=O)OCC(=O)c1ccc(Cl)cc1	2	8	0	6	1	0.8	-7	6	-1
54	CC(Sc1nnc(-c2ccc(C(C)(C)C)cc2)n1C)C(N)=O (stereo unspecified)	0	3	1	3	1	0.1	-2	-3	1
55	CCc1cccc(C)c1NC(=S)NCC(c1cccnc1)N1CCOCC1 (stereo unspecified)	0	6	-7	6	-2	-2.6	0	-6	7
56	C[C@H](NC(=O)[C@@H]1CCCN1C(=O)OC(C)(C)C)c1ccccc1	0	/	8	5	0	/	2	/	-7
57	COc1ccc(C2=NOC(COC(=O)c3ccc4ccccc4n3)C2)cc1 (stereo unspecified)	7	-2	6	-3	0	1.9	5	-10	-10
58	CSc1ccc(CN2CCC(N3CC(C)OC(C)C3)CC2)cc1 (stereo unspecified)	1	-4	1	7	-5	-0.4	-6	2	-1
59	CCn1c(=O)c(CCC(=O)NCCN2CCOCC2)c(C)c2c(C)nn(-c3ccccc3)c21	1	14	0	0	-4	-0.2	-6	-5	6
60	c1coc(CNc2nc3ccccc3s2)c1	1	12	8	-2	-3	-2.2	-2	18	2

Some of the entries above in a different format.
Order of values – M4 ag | CHRM1 PAM | CHRM5 antagonist | CHRM4 PAM | CHRM5 agonist | CRFBP-R2 agonist | CHRM4 antagonist | CRFBP-R2 block | M5 PAM
(46) Cc1ccc(S(=O)(=O)NCc2ccccc2)cc1C(=O)N1CCCCC1
    1 | 13 | -6 | -2 | 2 | -0.3 | 5 | -2 | 8
(47) COc1ccc(-c2noc(C3CCCN(S(=O)(=O)c4ccc(C)c(Cl)c4)C3)n2)cc1OC (stereo unspecified)
    -1 | -2 | 6 | 11 | -3 | 13 | -1 | -7 | -2
(48) O=C(Nc1ncc([N+](=O)[O-])s1)c1ccccc1Br
    12 | -3 | 16 | -9 | 7 | 19 | 2 | 26 | -21

Following part.
item	Molecule	M4 ag	CHRM1 PAM	CHRM5 antagonist	CHRM4 PAM	CHRM5 agonist	CRFBP-R2 agonist	CHRM4 antagonist	CRFBP-R2 block	M5 PAM
61	COc1cccc(CC2(CO)CCCN(Cc3ccc4c(c3)OCCO4)C2)c1 (stereo unspecified)	4	-7	9	-11	-12	0.4	1	-17	-4
62	COc1ccc(-c2nc3c(-c4ccc(Cl)cc4)cnn3cc2C)cc1F	1	7	13	1	-2	13	-1	-4	-1
63	CCN1C(=O)CSC1=NC12CC3CC(CC(C3)C1)C2	1	-8	-2	-10	2	-0.1	6	-11	6
64	N#Cc1c(-c2ccc3c(c2)OCO3)ccn2nc(-c3cccc(C(F)(F)F)c3)nc12	1	7	-3	4	-1	-0.5	-2	-4	5
65	COc1ccc(C(=O)N2CCc3ccc(NC(=O)c4ccccn4)cc3C2)cc1F	14	0	18	-1	1	1.0	-1	3	-9
66	Cc1nc(NS(=O)(=O)c2ccc(Cl)s2)c2c3c(sc2n1)CCCC3	8	0	16	0	3	-0.9	0	6	-15
67	Cc1ccccc1NC(=S)c1ccc2ccccc2n1	0	5	0	2	-3	-0.5	-7	10	2
68	Cc1ccc(S(=O)(=O)CCC(=O)NCc2ccccc2Cl)cc1	1	4	-7	-1	-4	0.9	-5	22	-1
69	COC(=O)c1cc(NC(=S)N2CCN(c3ccccn3)CC2)cc(C(=O)OC)c1	2	4	0	5	-6	1.1	7	12	8
70	CCCCN1C(=O)C2NN=C(C(=O)OC)C2C1=O (stereo unspecified)	1	8	-7	3	-1	0.2	-3	4	8
71	O=C1CC(N2CCN(C/C=C/c3ccccc3)CC2)C(=O)N1CCc1ccccc1 (stereo unspecified)	20	-25	7	-11	3	4.7	21	-23	-24
72	CCN1/C(=C/c2ccc3cc(C)ccc3[n+]2CC)Sc2ccccc21	14	-19	60*	-9	24*	155*	33*	-109	-21
73	Cc1ccc(-n2nnnc2SCC(=O)NNC(=O)c2ccc([N+](=O)[O-])cc2)cc1	1	8	-4	7	-2	-1.8	0	-11	-6
74	CCn1c(NC(=O)C(C)C)c2ccccc2nc1=O	1	8	-3	4	-5	-1.3	-7	-5	-1

From PubChem
